CTSL1 counter – Fasciola hepatica cathepsin L1 inhibitors, primary screen, counter-screen for PFM18AAP inhibitor project, biochemical, QFRET, fluorogenic peptide substrate; recombinant F. hepatica cathepsin L1, Z-Leu-Arg-MCA fluorescence; inhibition, % at 5.96 µM; actives 0.49% (n = 300,000); AID 1906, 2009;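 active means inhibition above the mean of all tested compounds plus 3 SD, set per screening campaign, cut at about 17% in these data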;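 further: 0% = plate median of test compound wells and 100% = 1 µM Z-Phe-Ala-diazomethylketone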
PREPL inh – PREPL enzyme inhibitors, primary screen, biochemical, fluorescence polarization. AID 2751, 2010. actives 0.68% (n = 320,000). inhibition, % at 5.96 µM. recombinant PREPL, fluorescence polarization activity-based probe; in the data active means inhibition above about 43%;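 further: 0% = enzyme with DMSO and 100% = wells lacking enzyme; many of its hits are not listed in these tables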
PP1 inh – PP1-alpha phosphatase inhibitors, primary screen, counter-screen for PP5 inhibitor project, biochemical, fluorescence, OMFP substrate, single point; Serine/threonine-protein phosphatase PP1-alpha catalytic subunit (Homo sapiens), P62136; purified PP1alpha; inhibition, % at 6.7 µM; actives 0.9% (n = 320,000);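 active means inhibition above the mean inhibition of all tested compounds plus 3 SD, computed separately for each screening campaign, cut at about 15% in these data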
Target sequence (P62136 whole entry, looked up): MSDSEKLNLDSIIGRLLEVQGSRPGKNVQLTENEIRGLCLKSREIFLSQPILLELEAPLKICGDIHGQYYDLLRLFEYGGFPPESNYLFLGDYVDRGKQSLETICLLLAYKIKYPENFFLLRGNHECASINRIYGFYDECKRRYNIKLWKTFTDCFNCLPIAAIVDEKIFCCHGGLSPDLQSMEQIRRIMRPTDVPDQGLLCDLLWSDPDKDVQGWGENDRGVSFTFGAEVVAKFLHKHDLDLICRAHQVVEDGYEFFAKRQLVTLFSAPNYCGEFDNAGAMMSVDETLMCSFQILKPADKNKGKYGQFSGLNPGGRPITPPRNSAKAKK
Efflux pump inh – inhibitors of Candida efflux pumps in yeast, primary screen, S. cerevisiae, Nile Red, multiplex. S. cerevisiae Candida pump triplex. inhibition, % at 10 µM. actives 0.44% (n = 330,000);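 active means plate passing quality check with inhibition over a set limit, or well fluorescence over plate mean plus 4 SD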;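 further: Nile Red retained in pooled yeast measured as flow cytometry median fluorescence; 0% = buffer negative control and 100% = Enniatin B positive control; higher means more Nile Red kept so more efflux inhibition; some compounds called inactive have numbers as strong as hits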
GASC-1 inh – inhibitors of GASC-1 histone demethylase, primary screen, biochemical, fluorescence, DELFIA europium. Lysine-specific demethylase 4C (Homo sapiens), Q9H3R0. GST-JMJD2C(1-420) H3K9me3 demethylation. inhibition, % at 2.35 µM. actives 0.069% (n = 330,000). AID 2099, 2009;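 active means more than half of a compound's replicate wells show inhibition beyond 50%, single wells judged on their own value; inconclusive means some, but no more than half, of replicates pass 50% inhibition; inactive means no replicate passes 50% inhibition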;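 further: signal counts dimethyl H3K9 product captured on neutravidin plate; 0% = median of DMSO wells and 100% = 0.3 times that DMSO median; strong numbers were not always called active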
Target sequence (Q9H3R0 1-420 limits assumed): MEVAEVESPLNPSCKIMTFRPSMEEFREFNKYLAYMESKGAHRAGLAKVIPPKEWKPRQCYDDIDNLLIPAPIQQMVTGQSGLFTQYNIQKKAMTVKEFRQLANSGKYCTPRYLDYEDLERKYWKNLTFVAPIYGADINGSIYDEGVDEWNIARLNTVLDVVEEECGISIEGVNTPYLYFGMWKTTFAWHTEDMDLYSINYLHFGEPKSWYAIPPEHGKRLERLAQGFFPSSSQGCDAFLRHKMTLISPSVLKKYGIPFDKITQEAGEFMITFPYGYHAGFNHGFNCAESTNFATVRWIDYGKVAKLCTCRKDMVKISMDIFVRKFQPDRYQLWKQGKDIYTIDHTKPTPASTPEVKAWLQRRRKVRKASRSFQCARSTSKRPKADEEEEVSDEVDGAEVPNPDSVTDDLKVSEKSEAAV
PP5 inh – PP5 phosphatase inhibitors, primary screen, biochemical, fluorescence. inhibition, % at 6.7 µM. actives 0.18% (n = 320,000). purified PP5c, OMFP substrate fluorescence. Serine/threonine-protein phosphatase 5 (Homo sapiens), P53041;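 active means inhibition above the campaign's mean inhibition across all tested compounds plus 3 SD, cut at about 9.5% in these data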;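 further: 0% = DMSO only and 100% = 100 µM cantharidin control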
LYPLA2 inh – LYPLA2 inhibitors, primary screen, counter-screen for PME1 inhibitor project, biochemical, fluorescence polarization, FP-Rh probe ABPP; recombinant LYPLA2; inhibition, % at 5.9 µM; actives 0.38% (n = 320,000); AID 2177, 2009;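 active means inhibition above the screen-wide mean plus 3 SD, limit set per campaign, cut at about 26% in these data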;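 further: 0% = LYPLA2 with DMSO and 100% = wells lacking LYPLA2 enzyme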
Target sequence (O95372 whole entry, looked up): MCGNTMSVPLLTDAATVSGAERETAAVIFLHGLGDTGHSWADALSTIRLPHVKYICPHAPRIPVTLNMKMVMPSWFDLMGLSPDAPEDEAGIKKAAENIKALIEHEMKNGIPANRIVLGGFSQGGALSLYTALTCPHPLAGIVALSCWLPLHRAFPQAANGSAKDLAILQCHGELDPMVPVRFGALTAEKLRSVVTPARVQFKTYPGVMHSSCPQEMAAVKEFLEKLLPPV
core dimer inh – inhibitors of HCV core protein dimerization, primary screen, biochemical, TR-FRET, high-throughput. AID 1899, 2009. actives 0.33% (n = 300,000). TR-FRET GST/Flag-core106 dimerization, 1536-well. inhibition, % at 5 µM;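 active means inhibition above the mean of all tested compounds plus 3 SD, set per screening campaign, cut at about 45% in these data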
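Assay system: Tagged HCV core106 pair (GST and Flag) | Buffer or medium: KF-containing HEPES buffer, pH 7.45, DTT, CHAPS, BSA | Also added: Eu donor and XL665 acceptor anti-tag antibodies | Dosing: One concentration, 5 µM, in 0.5% DMSO | Timing: 4 h at 22.5 °C | Technique: TR-FRET 671 and 617 nm emission | Repeats: Singlicate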
TPT1 inhibitor – Candida albicans TPT1 enzyme inhibitors, primary screen, biochemical, fluorescence polarization. tRNA 2'-phosphotransferase TPT1 (Candida albicans SC5314). recombinant caTPT1, FP RNA substrate dephosphorylation. inhibition, % at 5 µM. actives 0.81% (n = 300,000). AID 1962, 2009;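 active means inhibition above the mean of all tested compounds plus 3 SD, set per screening campaign, cut at about 24% in these data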;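 further: plate controls were DMSO alone for no effect and ferristatin control at 100 nM for full effect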
The depositor's hits bear a star; ? = inconclusive; . = no result given. An excerpt; the hit share may differ from the screen's.

canonical_smiles	CTSL1 counter	PREPL inh	PP1 inh	Efflux pump inh	GASC-1 inh	PP5 inh	LYPLA2 inh	core dimer inh	TPT1 inhibitor
CCCN(CCC)C(=O)Cn1c2ccccc2c2nc(=O)cc(C)n21	-4	-1	-3	0.0	10	0.0	2	-10	2
CC(=O)Nc1ncc(Cc2ccc(Cl)cc2Cl)s1	-2	-11	0	0.1	-5	1.5	2	3	-1
C=C(C)C(=O)Nc1cccnc1Oc1ccc(F)cc1	-2	-9	2	-0.1	-2	-3.1	3	1	0
CCN1CCN(Cc2ccc(NC(=O)c3ccc(C)c(NC(=O)c4cc(-c5ccc(Br)cc5)n[nH]4)c3)cc2C(F)(F)F)CC1	-3	-20	7	0.0	-12	1.6	-32	-6	-4
N#Cc1sc2nc3c(c(-c4ccco4)c2c1N)CCCC3	6	19	6	-0.2	-7	3.0	8	-5	1
Cc1ccc(CSc2nc3ccccc3c(=O)[nH]2)cc1	0	-9	-3	0.0	-2	-0.3	1	7	0
CCc1nc(SCC(=O)NNC(=O)C(C)C)c2ccccc2n1	7	-2	3	0.0	-20	1.1	0	4	0
CC(NC(=O)COc1ncnc2cc([N+](=O)[O-])ccc12)c1ccccc1 (stereo not given)	0	17	0	0.2	3	2.1	2	-4	1
CC(NC(=O)CC1CCCCC1)c1ccccc1 (stereo not given)	-1	8	-9	0.2	-7	6.1	-2	-2	1
COc1cc2c(cc1NC(=O)CN1CCN(S(=O)(=O)c3ccccc3F)CC1)oc1ccccc12	-1	3	-3	0.0	-7	1.4	-4	12	-1
O=C(CSc1nnc(-c2ccc(O)cc2)o1)N1CCOCC1	1	7	0	-0.1	.	0.6	-7	7	-3
CCN(CC)C(=O)C1CCCN(Cc2cccc(Oc3ccccc3)c2)C1 (stereo not given)	-3	-6	1	0.1	-6	4.4	6	6	-2
Cn1c(-c2ccc([N+](=O)[O-])cc2)nc2ccccc21	1	7	-5	-0.1	-9	1.7	7	-1	-3
CSC1=C(C#N)C(CC(C)C)C(C(C)=O)=C(C)N1 (stereo not given)	1	-7	0	0.0	7	1.7	3	-2	0
Cc1ccc(-c2cc(-c3ccco3)c3c(N)c(C(=O)NN)oc3n2)cc1	4	-2	18*	0.2	-16	2.9	5	15	72*
Cc1ccc(C)c(C(=O)C(C)OC(=O)CN2C(=O)NC3(CC(C)CC(C)(C)C3)C2=O)c1 (stereo not given)	-12	-2	4	0.4	31	3.9	2	10	-2
CC(=O)N1c2ccc(S(=O)(=O)N3CCCC3)cc2CC1C(=O)NCc1cccc(F)c1 (stereo not given)	1	8	-1	-0.2	14	1.8	3	1	-1
CC(=O)Oc1ccccc1C(=O)N(C1CCCCC1)C1CCCCC1	13	2	-5	0.0	0	-2.2	-3	4	-1
C[C@@H](C(=O)NCCc1ccc(F)cc1)N1C(=O)N2CCc3c([nH]c4ccccc34)[C@@]2(C)C1=O	2	6	4	-0.1	-24	1.9	3	3	0
CCOc1ccc(NC(=S)NC(=O)c2cccnc2)c([N+](=O)[O-])c1	-1	6	-5	-0.2	2	-0.2	8	12	-4
CCN(CC)S(=O)(=O)c1ccc(C)c(NC(=O)CNCc2ccccc2OC)c1	-3	1	0	0.2	-10	1.2	-6	5	-5
CCOC(=O)C1CCCN(CCC(=O)Nc2ccc(Br)cc2)C1 (stereo not given)	7	8	2	0.6	-24	-0.9	1	-6	2
O=[N+]([O-])c1cccc(/C=C2\CCC(/C=N/Nc3ccc4ccccc4n3)=C2N2CCOCC2)c1	-2	11	-4	-0.3	-1	0.8	3	11	0
CCOC(=O)[C@@H]1[C@H]2COc3ccc(Br)cc3[C@H]2N2C(=O)N(c3cccc(F)c3)C(=O)[C@]12C	-2	-57	0	-0.1	6	1.8	-6	12	-5
CCOc1ccccc1Nc1nc(N)nc(CSc2nncn2C)n1	-4	15	-2	-0.1	0	0.2	7	-5	-1
COc1ccc(OCCn2c(NC(=O)c3ccco3)nc3ccccc32)cc1	3	-24	4	0.0	12	5.1	1	5	-7
CCOC(=O)c1cc(NC(=O)c2ccccc2)c(=O)n2c1oc1ccccc12	3	22	-3	-0.1	-2	-0.6	5	-6	-2
CC(=O)Nc1ccc(NC(=O)CSCc2cnn(-c3ccccc3)c2-n2cccc2)cc1	-2	-4	-2	0.1	0	8.9	9	-3	0
CCC1(CC)C(=O)C(C)(C)C(=O)OC1c1ccccn1 (stereo not given)	-2	-1	0	0.1	1	0.2	-6	-1	1
CNC(=O)c1c(N)sc2c1CCCCC2	-6	20	5	0.0	2	-0.7	5	1	-4
CC(C)n1c2ccccc2c2cc([N+](=O)[O-])ccc21	0	0	3	0.2	9	-0.2	-3	-1	0
Cc1cccc(N(CC(=O)Nc2ccccc2-c2ccccc2)S(=O)(=O)c2ccccc2)c1C	1	1	2	-0.2	-1	3.0	1	20	4
CC1=C(C(=O)N2CCCC(N3CCN(c4cccc(Cl)c4)CC3)C2)OCCO1 (stereo not given)	6	22	-1	-0.2	0	-0.9	-2	8	-2
Cc1ccc(-c2nc3ncccc3o2)cc1NC(=O)C(C)C	-1	7	-2	-0.2	?	-1.2	4	-3	-4
COc1ccc(Nc2cnn(-c3nc4ccccc4s3)c(=O)c2Cl)cc1	-2	0	0	0.0	-4	4.0	11	-1	4
O=C(NCCn1cccn1)C1CCC(=O)N(CCc2ccccc2)C1 (stereo not given)	3	5	-4	0.6	1	-0.7	6	-2	-2
O=C(O)/C=C/C(=O)NC1CCCCCCCCCCC1	4	-3	2	-0.2	15	0.6	-1	-2	-6
CCCNC(=S)Nc1ccc(F)cc1F	-4	4	-12	0.2	-32	0.1	-1	3	0
CCOC(=O)CCN(Cc1cccs1)S(=O)(=O)c1ccc(F)cc1	-5	3	-2	-0.4	-5	-0.9	5	2	-1
Cc1cccnc1NC(=O)Cn1nc(C)c([N+](=O)[O-])c1C	1	0	-1	-0.1	-6	-2.3	-4	2	-1
COc1ccc(CCN2C(=O)CCC2(C)C(=O)NCc2cccnc2)cc1OC (stereo not given)	0	27	-1	0.3	1	3.9	7	-3	-2
Cc1ccc(C)c(N2CCN(c3nc4ccccc4c(=O)n3Cc3ccccc3)CC2)c1	-9	8	0	0.6	17	2.9	-7	10	-1
Cc1sc2ncnc(N[C@@H](Cc3ccccc3)C(=O)O)c2c1C	2	6	2	0.1	18	3.0	1	4	3
COc1ccc(CC(=O)NCc2nnc(SCC(=O)Nc3nccs3)n2-c2ccccc2)cc1	-2	8	-2	0.2	45	0.9	1	-5	2
OC(CCN1CCCCC1)c1ccc(-c2ccccc2)cc1 (stereo not given)	2	20	0	-0.1	-9	1.1	4	-6	-1
COCCN(CC(=O)NCc1ccccc1)C(=O)CCC(=O)Nc1nccs1	-2	-8	-2	-0.1	7	-1.4	-2	-6	-3
CCC1=C/C(=C/c2sc3ccccc3[n+]2CC)CC(C)(C)C1	4	-3	0	0.1	-2	1.5	4	13	8
O=C1CSc2ccc(C(=O)Nc3cccc(S(=O)(=O)Nc4ccc(Br)cc4)c3)cc2N1	2	-32	4	0.1	12	5.9	-140	22	0
CCNC(=O)NC(=O)C(C)OC(=O)c1cccn1C (stereo not given)	-1	3	-6	-0.1	4	-0.3	2	-3	-3
CCOC(=O)C1CCN(C2=C(NS(=O)(=O)c3ccc(Cl)cc3)C(=O)c3ccccc3C2=O)CC1	-3	-1	0	-0.1	-3	4.9	7	5	-10
CS(=O)(=O)c1ccc(Cl)c(NC(=O)COC(=O)c2c(Cl)cccc2Cl)c1	-22	-1	0	0.0	2	-1.8	-3	-3	-1
CC(C)CC(=O)/C=C/n1c(=S)oc2ccccc21	-1	-5	-4	0.3	10	0.9	8	5	-1
CS(=O)(=O)Nc1ccc2c3c(cccc13)CC2	-1	-9	0	0.0	3	2.4	1	3	-4
CC(=O)Nc1ccc(Nc2ncnc3ccccc23)cc1	3	0	-2	0.2	42	-3.5	-7	-2	2
O=C(CCC1CCCN(C(=O)c2ccc3c(c2)OCO3)C1)N1CCN(c2ccccn2)CC1 (stereo not given)	2	8	0	-0.1	5	3.2	0	2	-3
c1ccc(-c2nn3c(Cn4nnc5ccccc54)nnc3s2)nc1	1	9	3	-0.3	13	0.3	6	15	-5

(further entries)
canonical_smiles	CTSL1 counter	PREPL inh	PP1 inh	Efflux pump inh	GASC-1 inh	PP5 inh	LYPLA2 inh	core dimer inh	TPT1 inhibitor
COc1cc(OC)cc(C(=O)NCC(=O)OCc2nc3ccccc3s2)c1	-23	5	1	-0.2	41	-2.5	4	7	8
CCCC(c1nnnn1C(C)(C)C)N1CCN(Cc2ccccc2)CC1 (stereo not given)	-2	-3	-1	-0.1	5	0.2	0	-5	-3
O=C(CSc1nc2c(c(=O)n1-c1ccc(F)cc1)SCC2)N1CCCC1	0	19	2	0.2	-13	3.2	2	4	-1
O=C(OCc1ccccc1F)c1cc2ccccc2cc1O	3	-6	3	-0.1	-8	3.1	-4	8	-1
CC(C)C(=O)NNC(=O)c1c(O)c2ccccc2[nH]c1=O	0	19	-1	-0.1	-4	0.1	11	-6	1
O=C(c1ccc(Cl)c(S(=O)(=O)N2CCCCCC2)c1)N1CCCC1	-9	0	-7	0.9	1	4.7	2	-2	-1
Cc1ccccc1C(=O)OCCN(C)Cc1ccccc1	0	-7	0	0.1	28	1.4	12	-6	-2
CCC1(CC)Cc2ccccc2C(Nc2c(C)n(C)n(-c3ccccc3)c2=O)=N1	2	17	-1	-0.1	-2	0.8	1	-1	0
Cc1cc2nnc(SCC(=O)N(C)C3CCS(=O)(=O)C3)n2c2ccccc12 (stereo not given)	4	7	12	-0.1	-12	-0.9	-1	-2	0
COc1ccc(OC)c(C(=O)CSc2nnc(-c3cccs3)o2)c1	-12	-6	-2	0.0	0	3.4	1	-2	-2
Cc1c(-c2ccc(Br)cc2)nc2ccccn12	1	-3	3	0.4	-8	-2.2	-2	-2	0
Cc1nc2ccc(NC(=O)c3cccs3)cc2c(=O)n1Cc1ccc(Cl)cc1	-1	-99	-2	0.0	-2	4.5	-96	5	0
CN(C)CCn1nnnc1SCC1=C(C(=O)O)N2C(=O)[C@@H](NC(=O)Cc3csc(N)n3)[C@H]2SC1	2	-5	0	-0.1	.	2.9	3	-3	-3
O=C(c1ccccc1NS(=O)(=O)c1cccc2cccnc12)N1CCOCC1	5	-9	-2	0.2	10	2.6	2	-6	5
NC(=O)CN1C(=O)NC2(CCCc3ccccc32)C1=O (stereo not given)	-2	9	1	0.1	-1	2.1	2	0	2

Screening data from PubChem.
